STAT1 act: increases IFN-gamma driven STAT1 reporter signal. activation (% of control), % at 5.5 µM. NIH 3T3 STAT1-luciferase reporter, luminescence; 100% = IFN-gamma alone, no compound. AID 932. hit rate 2.6% among 200,000;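 active = activation above the screen-wide mean activation plus 3 SD, cut at about 130% in these data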;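 note: raw ratio to IFN-gamma control signal so 100% means no change and 0% no light; values of inactives mirror those of a sister screen read the other way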
STAT1 blocker: STAT1 signaling inhibition; AID 920; NIH 3T3 STAT1-luciferase reporter, IFN-gamma, luminescence; inhibition, % at 5.5 µM; hit rate 0.35% among 200,000;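 active = inhibition above a set limit, the mean inhibition across all tested compounds plus 3 SD, cut at about 34% in these data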;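 note: 0% = IFN-gamma with DMSO and 100% = IFN-gamma with 300 µM nifuroxazide; values of inactives mirror those of a sister screen read the other way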
STAT3 blocker: STAT3 signaling inhibition; U3A cells, IL-6 STAT3-luciferase reporter, luminescence; host cell line lacks STAT1; inhibition, % at 5.5 µM; hit rate 0.89% among 190,000; AID 862;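 active = inhibition above the mean inhibition across all screened compounds plus 3 SD, cut at about 44% in these data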;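 note: 0% = DMSO only wells and 100% = 100 µM nifuroxazide control wells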
FLuc inhib CS: inhibits firefly luciferase, flagging false hits in luciferase inhibition screens. ATPLite firefly luciferase biochemical luminescence, 10 min. inhibition, % at 10 µM. hit rate 1.5% among 200,000. AID 1006;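 active = inhibition above about 50% when tested at 10 µM, limit read from the data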
Target sequence (P08659 whole entry, looked up): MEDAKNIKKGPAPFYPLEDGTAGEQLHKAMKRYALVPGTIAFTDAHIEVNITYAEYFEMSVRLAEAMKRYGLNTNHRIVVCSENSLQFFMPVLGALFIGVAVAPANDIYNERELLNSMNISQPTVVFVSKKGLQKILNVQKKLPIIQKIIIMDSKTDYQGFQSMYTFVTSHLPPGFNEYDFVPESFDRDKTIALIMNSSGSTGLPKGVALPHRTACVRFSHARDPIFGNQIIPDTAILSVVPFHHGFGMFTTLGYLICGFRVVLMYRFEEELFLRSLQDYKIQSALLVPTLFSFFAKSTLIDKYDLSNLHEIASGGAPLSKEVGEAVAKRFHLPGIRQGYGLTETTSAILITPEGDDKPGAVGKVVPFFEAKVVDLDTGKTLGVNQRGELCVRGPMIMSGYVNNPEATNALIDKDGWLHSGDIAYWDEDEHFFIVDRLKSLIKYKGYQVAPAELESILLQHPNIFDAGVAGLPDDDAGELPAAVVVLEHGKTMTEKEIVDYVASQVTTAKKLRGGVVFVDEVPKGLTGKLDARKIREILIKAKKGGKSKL
NF-kB expr up: compounds increasing NF-kB expression in human neuronal cells; NF-kB reporter expression; active compounds read high; fold change at 12.5 µM; hit rate 1.6% among 190,000; in the data active = fold change above about 3.3
APP transl inh: APP translation inhibition; SH-SY5Y APP 5'UTR-luciferase reporter, luminescence; inhibition, % at 2 µM; hit rate 0.82% among 190,000; AID 1285;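 active = inhibition above a set limit, derived from the sample mean plus 3 SD, cut at about 45% in these data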; note: values of inactives mirror those of a sister screen read the other way
STAT3 activator: STAT3 signaling activation; U3A cells, IL-6 STAT3-luciferase reporter, luminescence; 100% = signal with IL-6 EC80 alone; activation (% of control), % at 5.6 µM; hit rate 0.91% among 190,000; AID 871;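 active = activation above the screen-wide mean of compound activation plus 3 SD, cut at about 130% in these data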;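 note: 0% = background luminescence of wells with medium and substrate only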
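Test system: human U3A cells carrying STAT3-luciferase construct; control set: IL-6-only wells as 100% reference; timing: compound pre-incubation 1 h before IL-6, then 6 h stimulation at 37 °C; also added: IL-6 stimulus at 33 ng/mL final; evaluation: % activation versus median of IL-6-stimulated wells; detection: reporter luminescence signal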
ROMK primary: human ROMK K+ channel modulation, primary screen | P48048 | hit rate 2% among 130,000 | B-score at 10 µM | Tet-inducible ROMK, thallium flux fluorescence; actives lie on both sides;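 active = signal ratio slope over the read window, or its plate-corrected B-score, at least 3 SD from the plate mean, either direction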;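 note: B-score of the F/F0 ratio slope over 7 to 12 s after thallium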
Target sequence (P48048 whole entry, looked up): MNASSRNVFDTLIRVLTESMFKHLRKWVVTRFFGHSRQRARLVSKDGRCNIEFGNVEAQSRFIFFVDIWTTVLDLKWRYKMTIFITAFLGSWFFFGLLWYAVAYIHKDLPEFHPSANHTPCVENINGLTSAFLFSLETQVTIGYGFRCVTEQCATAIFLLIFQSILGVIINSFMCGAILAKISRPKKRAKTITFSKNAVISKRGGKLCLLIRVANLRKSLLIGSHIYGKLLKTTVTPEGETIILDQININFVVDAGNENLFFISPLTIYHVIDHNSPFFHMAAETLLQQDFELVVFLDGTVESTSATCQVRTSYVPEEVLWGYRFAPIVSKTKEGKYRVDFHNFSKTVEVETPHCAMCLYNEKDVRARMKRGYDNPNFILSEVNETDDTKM
FLuc act counter: firefly luciferase counter-screen for stimulation assays | P08659 | ATPlite luciferase biochemical, luminescence, 10 min; 0 = ATP-free wells, 1 = DMSO control | activation factor at 10 µM | 200,000 tested, under 10 active | AID 1027;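 active = luciferase activation factor, scaled between plate controls, of at least 2 with compound at 10 µM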
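System: Luciferase/luciferin detection reagent, cell-free biochemical luciferase assay | Medium: PBS buffer for ATP | Dosing: Test compounds dosed from 2 mM stocks in 100% DMSO | Timing: 10 min at ambient temperature | Signal: Luminescence measurement of luciferase light output | Evaluation: Luciferase activation, seen as luminescence increase over controls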
APP 5'UTR act: APP 5'UTR luciferase reporter activation; SH-SY5Y APP 5'UTR luciferase reporter, luminescence; zero percent = DMSO vehicle wells; activation, % at 2 µM; hit rate 1% among 190,000;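 active = activation above a set limit, based on mean plus 3 SD of controls, cut at about 140% in these data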; note: values of inactives mirror those of a sister screen read the other way
Starred values were filed as active, the others as inactive; · = no result given. This is a random part of the collection; any-hit rate near 7.1%.

SMILES	STAT1 act	STAT1 blocker	STAT3 blocker	FLuc inhib CS	NF-kB expr up	APP transl inh	STAT3 activator	ROMK primary	FLuc act counter	APP 5'UTR act
CCNc1nc(N)c(C(=C(C#N)C#N)c2ccccc2)s1	107	-8	21	-5	1	2	92	·	1.1	-2
CCCCCC(=O)Nc1nc(C)c(-c2csc(Nc3cc(OC)ccc3OC)n2)s1	110	-11	12	-11	1.1	1	94	·	1.1	-1
Cc1ccc(N=C2SC(C(=O)NCCc3ccccc3)CC(=O)N2C)cc1C (configuration not stated)	96	2	7	-2	0.79	0	98	-0.19	1	0
CCOC(=O)CNC(=O)c1nn(-c2ccc(OCC)cc2)c(=O)c2ccccc12	108	-8	3	0	0.93	6	103	·	1	-6
Cc1[nH]n(-c2ccccc2)c(=O)c1/C=N/c1ccccn1	103	-3	-1	3	1.1	-4	104	·	1	4
CC1=C(C(=O)OCc2ccccc2)C(c2cccs2)N2C(=O)CCSC2=N1 (configuration not stated)	90	8	6	-6	1	-13	102	-0.97	1.1	13
COc1ccc(NC(=O)c2ccccc2)cc1NS(=O)(=O)c1ccc(F)cc1	96	4	21	0	0.95	-11	88	-0.34	1	11
CC(C)CCN(C(=O)Nc1ccc(Cl)cc1)C1CCN(C(C)C)CC1	102	-3	2	1	1.3	-12	100	-1.2	1	12
O=C(NCCC1=CCCCC1)c1ccc(=O)oc1	105	-6	27	-2	1.2	7	78	-0.6	1	-7
CC(=O)NCCc1cc2ccc(C)c(C)c2[nH]c1=O	103	-2	-5	-3	1.1	5	104	·	1	-5
OCCC1CN(Cc2nc(-c3ccccc3)cs2)CCN1C1CCCC1 (configuration not stated)	97	1	-4	1	0.9	-17	107	·	1	17
Cc1ccc2[nH]c(=O)c(CN(Cc3cccs3)Cc3nnnn3CC3CCCO3)cc2c1 (configuration not stated)	98	2	-1	-1	0.89	15	102	-2.5	1	-15
COc1ccc(N2CCN(C(=O)c3ccc(N4C(=O)NC5CC4(C)Oc4ccccc45)cc3)CC2)cc1 (configuration not stated)	101	-1	7	-12	0.71	7	102	·	1.1	-7
CCC(C)NCCCOc1ccc([N+](=O)[O-])cc1 (configuration not stated)	96	5	1	-1	1.2	-15	102	-0.5	1	15
N#Cc1ccc(-c2ccc(OCC(=O)NCCc3ccccc3)cc2)cc1	100	0	-2	0	0.9	6	101	·	1	-6
CCN(CC)C(=O)CSc1nc2ccccc2n1CC(=O)N1CCN(c2ccccc2OC)CC1	96	4	4	-9	1.2	-11	98	·	1.1	11
CN(C)Cc1ccccc1Sc1cccc2ccccc12	97	3	7	-6	0.81	10	94	-0.95	1.1	-9
COc1ccc(C(=O)NCc2nnc(SCC(=O)N3CCc4ccccc43)n2CCc2ccccc2)cc1	96	5	0	-5	1.4	-4	99	·	1.1	4
CC(C)c1cc(NC(=O)c2ccccc2)cc(C(C)C)c1O	100	0	6	2	0.81	12	98	-1.3	1	-12
N#CN=C1CCCCCN1CC(N)=O	98	2	12	1	1.1	-2	97	0.45	1	2
O=C(CN1CCCCC1)Nc1ccc(S(=O)(=O)NC2CCCCC2)cc1	84	18	20	-3	0.98	5	87	·	1	-5
CCOc1cc(C(=O)Nc2ccc3c4c(cccc24)C(=O)N3CC)cc(OCC)c1OCC	95	5	-2	-1	0.86	-9	102	-0.32	1	9
CCOc1ccccc1CN1CCC(O)CC1	99	1	10	-6	0.99	19	96	1.5	1.1	-19
COc1ccccc1OCc1nc(C#N)c(NCCCn2ccnc2)o1	97	2	-4	-5	1	-1	106	0.12	1.1	1
CC1CCN(S(=O)(=O)c2cc(C(=O)N3CCN(c4ncccn4)CC3)ccc2Br)CC1	101	-1	8	0	0.73	-4	92	-1	1	4

Profiles, quoted from the list:
Entry for CCCCCC(=O)Nc1nc(C)c(-c2csc(Nc3cc(OC)ccc3OC)n2)s1 → STAT1 act: 110; STAT1 blocker: -11; STAT3 blocker: 12; FLuc inhib CS: -11; NF-kB expr up: 1.1; APP transl inh: 1; STAT3 activator: 94; ROMK primary: ·; FLuc act counter: 1.1; APP 5'UTR act: -1
Entry for CC1CCN(S(=O)(=O)c2cc(C(=O)N3CCN(c4ncccn4)CC3)ccc2Br)CC1 → STAT1 act: 101; STAT1 blocker: -1; STAT3 blocker: 8; FLuc inhib CS: 0; NF-kB expr up: 0.73; APP transl inh: -4; STAT3 activator: 92; ROMK primary: -1; FLuc act counter: 1; APP 5'UTR act: 4

The listing picks up, starting two compounds before the break.
SMILES	STAT1 act	STAT1 blocker	STAT3 blocker	FLuc inhib CS	NF-kB expr up	APP transl inh	STAT3 activator	ROMK primary	FLuc act counter	APP 5'UTR act
COc1ccccc1OCc1nc(C#N)c(NCCCn2ccnc2)o1	97	2	-4	-5	1	-1	106	0.12	1.1	1
CC1CCN(S(=O)(=O)c2cc(C(=O)N3CCN(c4ncccn4)CC3)ccc2Br)CC1	101	-1	8	0	0.73	-4	92	-1	1	4
COc1cccc(C(=O)Nc2ccccc2OC(F)(F)F)c1	77	23	19	1	1.4	2	85	0.048	1	-2
COc1ccc(NC(=O)N(Cc2ccc3c(c2)OCO3)C2CC(=O)N(c3ccc(OC)cc3)C2=O)cc1 (configuration not stated)	102	-2	1	-4	1.2	7	100	·	1	-7
COc1ccc(N(CC(=O)Nc2ccc(C)cc2C)S(=O)(=O)c2ccccc2[N+](=O)[O-])c(OC)c1	90	9	-5	-3	0.99	-9	106	-0.21	1	9
CCOc1ccc(Nc2nc(N3CCCC3)nc(N3CCN(c4ccc(OC)cc4)CC3)n2)cc1	101	-2	16	-2	1.1	20	93	-0.78	1	-20
O=C(c1cccc(S(=O)(=O)N2CCCCC2)c1)N1CCc2ccccc21	100	0	-10	-3	0.83	1	111	0.89	1	-1
Nc1nc2n(n1)C(c1cccc(Br)c1)CC(c1ccccc1)N2 (configuration not stated)	108	-9	-4	-2	1	-8	108	·	1	8
O=C1CCCN2N=C(SCC(=O)Nc3nc4ccccc4s3)SC2=N1	103	-4	8	-3	1	-8	99	-0.42	1	8
COc1ccc(C(=O)OCC(=O)NCc2ccc3c(c2)OCO3)cc1[N+](=O)[O-]	97	4	0	-6	1	13	99	·	1.1	-13
C/C(=N\NC(=S)NCc1ccccc1)c1cccs1	107	-8	-7	1	1.4	-30	108	0.05	1	30
CC1(C)N=C(N)NC(Nc2ccc(Br)cc2)=N1	101	-1	-3	-3	0.91	-9	108	0.012	1	9
O=C(Nc1ncnc2sc3c(c12)CCCCC3)c1ccco1	101	-1	4	-4	2.2	2	100	·	1	-3
CCOc1ccc(C(=O)Nc2cccc(NC(=O)c3cccs3)c2)cc1[N+](=O)[O-]	90	11	10	-5	0.53	10	91	·	1.1	-10
CSc1nc2ccsc2c(=O)n1-c1ccccn1	100	0	9	-6	1	-14	92	1.1	1.1	14
CCCSc1cc(N)cc([N+](=O)[O-])c1	102	-4	-2	-5	1.2	12	103	-0.013	1.1	-12
CCOc1ccccc1C1CC(c2cccs2)=NN1S(C)(=O)=O (configuration not stated)	94	5	-34	-4	0.95	3	137*	·	1	-3
CC(C)c1ccc(NCCC(=O)c2cccs2)cc1	123	-26	6	12	1	-43	97	·	0.9	43
CCOC(=O)CNC(=O)c1ccc(C)cc1	99	1	9	25	1.1	·	98	0.45	0.7	·
Cc1ccccc1CN(C)CC(=O)Nc1ccccc1Oc1ccccc1	99	1	-6	-7	1.1	13	105	-0.98	1.1	-13
COc1ccc(NC(=O)/C=C/c2ccco2)cn1	126	-27	8	30	2.3	-69	93	0.55	0.7	69
COC(=O)c1ccccc1NC(=O)/C=C/C(=O)O	90	11	21	-5	1.1	1	82	-0.67	1	-1
O=C(CCc1ccccc1)NCCCN1CCOCC1	93	8	4	-7	0.97	-7	101	0.093	1.1	7
CCN(C(=O)CSc1nnc(-c2c[nH]c3ccccc23)o1)C1CCS(=O)(=O)C1 (configuration not stated)	102	-4	9	0	0.89	-5	101	1.2	1	5
COC(=O)C1=C(C)NC2=C(C1c1ccc(O)cc1)S(=O)(=O)c1ccccc12 (configuration not stated)	101	-1	-6	-6	0.81	8	105	-0.5	1.1	-8
CCOC(=O)N1CCC(N2C(=O)c3ccccc3C2Nc2cc(Cl)c(OC)cc2OC)CC1 (configuration not stated)	101	-1	5	-4	1.1	2	100	·	1	-2
CC(=O)c1cc(CN2CCN(Cc3ccc(C)cc3)C(CCO)C2)cs1 (configuration not stated)	90	9	1	-3	0.99	0	103	0.85	1	0

STAT3 activator, hit marks shown above
| canonical_smiles | STAT1 act | STAT1 blocker | FLuc inhib CS | NF-kB expr up | APP transl inh | STAT3 activator | ROMK primary | APP 5'UTR act |
| --- | --- | --- | --- | --- | --- | --- | --- | --- |
| CCOc1ccccc1C1CC(c2cccs2)=NN1S(C)(=O)=O (configuration not stated) | 94 | 5 | -4 | 0.95 | 3 | 137* | · | -3 |

New compounds follow
SMILES	STAT1 act	STAT1 blocker	STAT3 blocker	FLuc inhib CS	NF-kB expr up	APP transl inh	STAT3 activator	ROMK primary	FLuc act counter	APP 5'UTR act
CCCCN(CCCC)C(=O)CSc1nnc(-c2cc(OC)c(OC)c(OC)c2)o1	89	10	17	-11	0.62	9	91	·	1.1	-9
O=C(COC(=O)c1sc2ccccc2c1Cl)NC1CCCCC1	104	-4	1	0	1.2	23	99	-1.3	1	-23
COc1ccc(-c2cc(=O)c3cc(OC)ccc3[nH]2)cc1	153*	-58	38	87*	4.7*	-126	66	1.1	0.1	126
CCOC(=O)c1[nH]c2ccc(OC)cc2c1NC(=O)/C=C/c1ccc2c(c1)OCO2	102	-2	-12	-1	1.2	-9	107	0.77	1	9
COc1cc(NC(=O)CSc2nnc3c(n2)[nH]c2ccc(S(=O)(=O)NC(C)C)cc23)cc(OC)c1OC	101	-1	1	-4	2.7	-6	101	0.81	1	6
Cc1c(N(C)C)nc2ccccc2c1N	101	-1	5	-3	2	-11	99	·	1	11
CCS(=O)(=O)N1CCN(CC2CC3C=CC2C3)CC1 (configuration not stated)	95	4	2	1	1	-2	100	-0.5	1	2
CCC1=NC(c2ccc(Br)cc2)N(O)C1(C)C (configuration not stated)	106	-8	3	-7	1.2	-20	103	1	1.1	20
O=C(Nc1ccc2nc3n(c(=O)c2c1)CCCC3)c1cc([N+](=O)[O-])ccc1F	80	22	0	4	0.47	-10	100	·	1	10

Screening data deposited in PubChem by several laboratories.
